High-throughput results from PubChem BioAssay.
P. falciparum M17LAP – P. falciparum M17LAP inhibitors, primary screen, biochemical, fluorogenic H-Leu-NHMec substrate, 1536-well (AID 1619) | recombinant M17LAP, H-Leu-NHMec fluorogenic kinetic assay; higher % means a stronger effect | one-dose inhibition, % at 30 µM; IC50 in µM for titrated hits | 0.38% of 220,000 active;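 active means compound inhibiting the enzyme by more than half at any dose during confirmatory dose-response retesting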;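 further: plate controls were full reaction with DMSO carrier for no effect and no enzyme background for full effect; strong numbers were not always called active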
LYP phosphatase – inhibitors of LYP phosphatase, biochemical, fluorescence intensity, uHTS (AID 1779). recombinant LYP phosphatase, fluorescence intensity; higher % means a stronger effect. 0.054% of 290,000 active. inhibition, % at 11.5 µM; hits with a dose series show IC50 in µM;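 further: plate controls were vehicle with enzyme for no effect and no enzyme for full effect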
PMI inhibitors – MPI enzyme activity inhibition – biochemical, fluorescence intensity, coupled assay, primary screen (AID 1209) | purified PMI enzyme, coupled fluorescence intensity; higher % means a stronger effect | inhibition, % at 20 µM, or IC50 in µM where a hit was titrated | 0.42% of 190,000 active;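 further: plate controls were DMSO vehicle for no effect and wells lacking substrate for full effect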
AID2073 – disruptors of CaV2.2 binding to Mint1 – biochemical, HTRF (AID 2073); HTRF protein-protein interaction, Mint1-CaV2.2; higher % means a stronger effect; one-dose inhibition, % at 20 µM; IC50 in µM for titrated hits; 0.19% of 290,000 active; in the data active means inhibition mostly above about 51%, no sharp cut-off; further: some results filed as inactive read as strong as hits
PMI inhibition – human PMI inhibitors, high substrate, primary screen, biochemical, fluorescence intensity, high mannose 6-phosphate (AID 1220). one-dose inhibition, % at 20 µM; IC50 in µM for titrated hits. 0.66% of 190,000 active. recombinant PMI enzyme, coupled fluorescence intensity; higher % means a stronger effect
Dynein transport – dynein cargo transport inhibition | 3617.4 mouse cells, GR-EGFP nuclear translocation imaging; test concentration mostly 20 µM; stimulated with dexamethasone, 1 µM; hits give low values | AID 1381 | z-score, hits read low | 0.47% of 220,000 active;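 active means plate z-score of nuclear minus cytoplasmic receptor signal below a set negative limit, without overly bright fluorescence or cell loss, cut at about -3.5 in these data, passing the limit was not always enough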;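 further: z-score of nuclear minus cytoplasmic ring GR-EGFP intensity difference per well; some compounds called inactive have numbers as strong as hits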
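Medium: Induction medium lacking tetracycline, stripped serum | Probe or stimulus: 1.0 µM final dexamethasone stimulus | Schedule: 48 h induction, then 1 h compound, then 30 min agonist, 37 °C | Signal: Automated 10x imaging of fixed Hoechst-stained cells | Evaluation: Per-cell GR-EGFP intensity, nucleus versus surrounding cytoplasmic ring, well-averaged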
M1AAP inhibition – P. falciparum M1AAP inhibitors, biochemical, fluorogenic H-Leu-NHMec substrate, 1536-well (AID 1445); recombinant M1AAP, H-Leu-NHMec fluorogenic kinetic assay; higher % means a stronger effect; one-dose inhibition, % at 30 µM; IC50 in µM for titrated hits; 0.42% of 220,000 active;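 active means primary inhibition above the hit cutoff, then over 50% inhibition at one or more dose response concentrations, cut at about 23% in these data, passing the limit was not always enough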;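 further: plate controls were DMSO full reaction for no effect and no enzyme background for full effect; strong numbers were not always called active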
XIAP displacement – XIAP antagonists, biochemical, IAP family, fluorescence polarization (AID 1018); XIAP BIR domain, fluorescence polarization peptide displacement; higher % means a stronger effect; displacement, % at 20 µM, or IC50 in µM where a hit was titrated; 0.007% of 200,000 active; in the data active means displacement above about 50%; further: a part of the inactive calls stands beside numbers as strong as those of hits
SIAH1 antagonists – Siah-1 peptide-binding antagonists, primary screen, biochemical, fluorescence polarization, rhodamine-plectin, uHTS (AID 1817) | Siah-1 / rhodamine-plectin peptide fluorescence polarization; higher % means a stronger effect | displacement, % at 20 µM, or IC50 in µM where a hit was titrated | 0.02% of 290,000 active;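 active means displacement of at least 50% at 20 µM, with a fluorescence ratio check between 0.3 and a set limit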;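 further: plate controls were Siah plus tracer with DMSO for no effect and tracer alone without Siah for full effect; strong numbers were not always called active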
Dynein transport cytoplasmic EGFP – further read-out of Dynein transport, marked with its call; z-score; measured here: cytoplasmic GR-EGFP intensity; hits give high values
Dynein transport nuclear GR-EGFP – also measured in Dynein transport; calls as there; z-score; measured here: nuclear GR-EGFP intensity;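 lower value marks the stronger effect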
Dynein transport cell count – recorded beside Dynein transport, whose call it bears; z-score; measured here: cell count per field
An asterisk follows results filed as active; . = not tested or not shown. Unless noted, no stated cut-off is given here; in the data, active means inhibition above about 50%; inactive means the rest.

P. falciparum M17LAP,LYP phosphatase,PMI inhibitors,AID2073,PMI inhibition,Dynein transport,Dynein transport cytoplasmic EGFP,Dynein transport nuclear GR-EGFP,Dynein transport cell count,M1AAP inhibition,XIAP displacement,SIAH1 antagonists,compound
-3%,6%,16%,3%,22%,-0.24,-0.24,0.36,0.45,7%,-12%,0%,O=C(Nc1ccc2ccccc2c1)[C@@H]1C[C@H]1[C@@H](NP(=O)(c1ccccc1)c1ccccc1)c1ccccc1
-4%,6%,4%,26%,14%,-0.078,-0.33,-0.14,0.86,10%,-6.3%,13%,COc1ccccc1/C=N/NC(=O)c1ccc(N(C)S(=O)(=O)c2ccccc2)cc1
-11%,0%,0%,-2%,5%,1.1,-0.24,1,-1.2,-5%,-4.7%,2%,CC(C)[C@H](NC(=O)OC(C)(C)C)c1nnc(SCc2cccc(F)c2)o1
7%,-10%,.,12%,.,-1.1,0.021,-0.53,0.69,-2%,.,-3%,Cc1ccc(NC(=O)Cn2cnc3cc([N+](=O)[O-])ccc3c2=O)cc1
-3%,4%,12%,-1%,6%,2.8,-0.2,1.5,-0.5,4%,2.8%,1%,CN(CCc1ccccn1)C(=O)CN(C)S(=O)(=O)c1ccc2c(c1)c(=O)n(C)c(=O)n2C
-3%,3%,3%,26%,6%,-0.33,-0.22,-0.0067,0.65,12%,-3.0%,-4%,O=C(CCCCl)Oc1ccc2cc(-c3ccc4ccccc4n3)c(=O)oc2c1
1%,-5%,7%,8%,0%,-0.39,-0.27,-0.051,0.36,-1%,-5.2%,4%,O=C(c1cc(COc2ccc(F)cc2Cl)on1)N1CCC(OCc2cccnc2)CC1
6%,-9%,-4%,2%,-3%,1.9,-0.018,0.55,-0.099,-3%,-0.6%,-1%,COc1ccc(NC(=O)CN2CCN(CC(=O)Nc3ccccc3Cl)CC2)c(OC)c1
8%,-5%,10%,13%,1%,-0.77,-0.2,-0.37,0.19,13%,-2.7%,-7%,Cc1ccc(CNC(=O)c2ccccc2SCC(=O)NCC2CCCCC2)cc1
27%,-4%,-1%,3%,-1%,0.35,-0.32,-0.21,0.058,4%,-1.4%,8%,O=c1[nH]c(NC2CCCCC2)c([N+](=O)[O-])c(=O)[nH]1
-1%,16%,-8%,10%,0%,-0.37,-0.094,-0.14,0.73,-8%,-1.4%,-3%,CCc1nnc(NC(=O)CSc2nnc(-c3ccccc3O)n2-c2ccc(C)cc2)s1
1%,-9%,0%,-1%,6%,-0.38,-0.22,-0.034,0.7,4%,-4.5%,0%,Cc1ccc(N(C(C)C(=O)O)S(=O)(=O)c2c(C)n[nH]c2C)cc1 (stereo unspecified)
11%,-19%,-14%,-1%,-7%,-0.68,-0.13,0.15,0.98,1%,-8.7%,-3%,COC(=O)c1c(CCl)noc1C(=O)NC(C)C
-8%,-2%,0%,10%,-1%,-0.8,-0.2,-0.32,0.27,0%,-1.8%,-3%,COc1ccc(Cc2nnc(-c3cccc(C)c3)o2)cc1OC
3%,7%,8%,-13%,23%,-0.36,-0.32,-0.16,1.5,4%,-15%,-1%,Oc1ccc(-c2csc(Nc3ncccn3)n2)c(O)c1
-5%,-3%,-5%,-18%,10%,-0.24,-0.32,-0.073,0.38,5%,-7.6%,8%,COc1ccccc1N1CCN(c2ccc(N3C(=O)CCC3=O)cc2[N+](=O)[O-])CC1
3%,-4%,21%,-1%,58%*,1.1,-0.21,0.61,-0.89,-2%,-7.2%,34%,Cc1ccc(NC(=S)Nc2ccc3cn[nH]c3c2)cc1
-2%,-6%,10%,2%,9%,0.46,-0.29,0.66,-0.57,-2%,-8.7%,1%,CC(=O)Nc1ccc(S(=O)(=O)NCC2CCC(C(=O)NC(C)c3ccc4c(c3)OCCO4)CC2)cc1 (stereo unspecified)
-4%,-2%,19%,-4%,21%,0.29,-0.23,0.67,-0.82,0%,-50%,-2%,COc1cc(OC)c(NC(=S)Nc2cccc(C)c2)cc1Cl
-5%,0%,-1%,0%,1%,-0.47,-0.33,0.093,1.2,-1%,-2.0%,6%,CCOC(=O)NC(=O)/C(C#N)=C\NNc1ncc(C(F)(F)F)cc1Cl
2%,-6%,3%,-1%,-2%,-0.47,-0.13,0.32,1.6,-1%,-4.3%,-3%,CC1=C(C(=O)Nc2ccccc2)C(c2ccc(O)cc2)N2C(=O)CSC2=N1 (stereo unspecified)
4%,-11%,11%,-2%,11%,1.3,-0.16,0.83,0.22,3%,-7.1%,-2%,COc1ccc(CN(Cc2cc3cc(C)ccc3[nH]c2=O)C(=O)N(C)C)cc1
-4%,-8%,1%,-4%,1%,0.17,-0.19,0.51,-0.74,0%,-4.1%,4%,CCCCN1C2CCCC1CC(NC(=O)C1CCCCC1)C2 (stereo unspecified)
0%,-8%,-21%,-2%,-24%,0.27,-0.18,0.22,-0.25,4%,-4.4%,2%,O=C(CSc1nnc(Cc2cc(=O)[nH]c(=O)[nH]2)n1-c1ccc(Cl)cc1)NC1CCCC1
3%,-7%,-8%,-4%,-10%,-0.75,-0.16,-0.2,-0.3,18%,-1.4%,-1%,Cc1ccc(-c2nn(-c3ccccc3)cc2C(=O)N2CCOCC2)cc1

Whole records as entered above. Values in the order: P. falciparum M17LAP	LYP phosphatase	PMI inhibitors	AID2073	PMI inhibition	Dynein transport	Dynein transport cytoplasmic EGFP	Dynein transport nuclear GR-EGFP	Dynein transport cell count	M1AAP inhibition	XIAP displacement	SIAH1 antagonists
CCc1nnc(NC(=O)CSc2nnc(-c3ccccc3O)n2-c2ccc(C)cc2)s1 across the screens: -1%	16%	-8%	10%	0%	-0.37	-0.094	-0.14	0.73	-8%	-1.4%	-3%
Cc1ccc(CNC(=O)c2ccccc2SCC(=O)NCC2CCCCC2)cc1 across the screens: 8%	-5%	10%	13%	1%	-0.77	-0.2	-0.37	0.19	13%	-2.7%	-7%

Next section.
P. falciparum M17LAP,LYP phosphatase,PMI inhibitors,AID2073,PMI inhibition,Dynein transport,Dynein transport cytoplasmic EGFP,Dynein transport nuclear GR-EGFP,Dynein transport cell count,M1AAP inhibition,XIAP displacement,SIAH1 antagonists,compound
-4%,1%,-12%,-3%,16%,0.14,-0.25,0.39,-0.61,4%,-2.4%,0%,Nn1c(Cc2ccccc2F)n[nH]c1=S
0%,-4%,18%,-6%,15%,-0.19,-0.33,-0.23,0.09,5%,-4.6%,10%,COc1cccc(C(=O)Nc2ccc(C3CC3(Cl)Cl)cc2)c1 (stereo unspecified)
11%,-5%,-4%,6%,-2%,2.5,-0.19,2,-0.51,-1%,-2.6%,0%,CCOc1ccccc1NC(=O)C1CCCN(S(=O)(=O)c2c(C)[nH]c(=O)[nH]c2=O)C1 (stereo unspecified)
2%,-6%,-2%,-2%,4%,-0.73,-0.25,-0.8,0.61,12%,0.8%,10%,C=CCNC(=O)COc1cc(C)ccc1C
18%,-1%,3%,3%,-6%,-0.5,2.7,0.099,0.06,8%,0.4%,-2%,CC(=O)Nc1ncc(Cc2cccc(Cl)c2Cl)s1
18%,-7%,-2%,2%,1%,-0.6,-0.35,-0.25,0.58,2%,-0.5%,30%,Cc1nc(N)c(Cc2ccc(Cl)cc2Cl)c(N)n1
-2%,-11%,-10%,32%,-13%,-0.53,-0.25,-0.17,0.69,0%,-1.7%,5%,Cc1cc(C)c2c(N)c(C(=O)c3ccc(Cl)c(Cl)c3)sc2n1
9%,-1%,.,-10%,.,-0.15,-0.21,0.034,-0.24,15%,.,11%,Cc1ccc(S(=O)(=O)Nc2nc(-c3ccc(F)cc3)cs2)cc1
10%,-3%,-19%,6%,1%,0.72,-0.16,0.3,0.081,-5%,0.5%,-5%,Cc1cc(C(=O)Nc2ccc3c(c2)CCC3)c2ccccc2n1
-8%,-9%,-8%,2%,-7%,-0.52,-0.19,-0.23,0.03,0%,-8.5%,-10%,CCn1c(C2CCN(S(=O)(=O)c3ccc(OC)cc3)CC2)n[nH]c1=S
15%,6%,-16%,18%,-8%,0.79,-0.12,0.34,-1.3,1%,-4.3%,15%,O=C(O)c1ccc(-c2nc(-c3ccc(Cl)cc3)cs2)cc1
9%,-2%,16%,-2%,10%,-1.6,0.15,-0.93,0.12,6%,-7.9%,2%,C=CCOn1c(=O)c(-c2cccs2)[n+]([O-])c2ccccc21
9%,-5%,2%,-1%,-4%,0.63,-0.22,0.41,0.77,-2%,-1.1%,0%,CN1C(=O)C2(C(C#N)=C(N)N(c3ccc(Cl)cc3)C3=C2C(=O)CC(C)(C)C3)c2ccccc21 (stereo unspecified)
5%,-2%,.,-46%,.,-1.9,0.062,-0.74,0.88,2%,.,-7%,O=C(/C=C/Sc1ccc(C(F)(F)F)cn1)c1ccccc1
-12%,-3%,-13%,4%,-7%,0.22,0.47,0.73,-0.69,1%,-3.6%,10%,CCOc1ccc(/C=N/n2c(C)nnc2C)cc1OC
-10%,0%,0%,13%,-6%,-0.13,-0.11,0.75,0.98,2%,-6.6%,1%,Cc1ccc(S(=O)(=O)N2CCN(C3CC(=O)N(CCc4ccccc4)C3=O)CC2)cc1C (stereo unspecified)
12%,-2%,-15%,-11%,-18%,-0.53,-0.2,-0.4,-0.44,2%,-6.9%,1%,COc1cccc(COc2ncnc3sccc23)c1
-2%,-3%,20%,43%,50%,-0.76,0.077,-0.23,-0.14,10%,0.9%,-8%,Cc1cc([N+](=O)[O-])c2c(c1C)C1C=CCC1C(c1ccccn1)N2 (stereo unspecified)

Structures shown so far that have an aryl thioether with sulfur outside any ring:
P. falciparum M17LAP,LYP phosphatase,PMI inhibitors,AID2073,PMI inhibition,Dynein transport,Dynein transport cytoplasmic EGFP,Dynein transport nuclear GR-EGFP,Dynein transport cell count,M1AAP inhibition,XIAP displacement,SIAH1 antagonists,compound
-11%,0%,0%,-2%,5%,1.1,-0.24,1,-1.2,-5%,-4.7%,2%,CC(C)[C@H](NC(=O)OC(C)(C)C)c1nnc(SCc2cccc(F)c2)o1
8%,-5%,10%,13%,1%,-0.77,-0.2,-0.37,0.19,13%,-2.7%,-7%,Cc1ccc(CNC(=O)c2ccccc2SCC(=O)NCC2CCCCC2)cc1
-1%,16%,-8%,10%,0%,-0.37,-0.094,-0.14,0.73,-8%,-1.4%,-3%,CCc1nnc(NC(=O)CSc2nnc(-c3ccccc3O)n2-c2ccc(C)cc2)s1
0%,-8%,-21%,-2%,-24%,0.27,-0.18,0.22,-0.25,4%,-4.4%,2%,O=C(CSc1nnc(Cc2cc(=O)[nH]c(=O)[nH]2)n1-c1ccc(Cl)cc1)NC1CCCC1
5%,-2%,.,-46%,.,-1.9,0.062,-0.74,0.88,2%,.,-7%,O=C(/C=C/Sc1ccc(C(F)(F)F)cn1)c1ccccc1

Compounds were not picked by outcome, and some 2.1% of all compounds hit somewhere here.
